NPC1 promoter act – activates the NPC1 promoter; Huh7 NPC1 promoter luciferase reporter, 24 h; Potency, µM (doses to about 9.22 µM), for the others: top-dose activation, actives largely listed as activators; actives 2.4% (n = 320,000);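 note: potency is the fitted concentration of half-maximal effect; % of control where 0% means no effect; nearly all actives have a fitted effect of over 60% in size; reporter is driven by a mutant NPC1 promoter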
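Cells: Huh7 expressing luciferase under the NPC1 promoter, 1500/well. Seeded 2 h, compound added, incubated 24 h at 37 °C. Luciferase reagent, 10 min ambient, then luminescence.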
Rab9 prom act – activators of Rab9 promoter; Huh7 Rab9 promoter-luciferase reporter, luminescence, 24 h; Potency, µM (titrated, usually from 9.22 µM), for the others: at the highest dose activation, negative = inhibition, hits mostly activators; actives 2.8% (n = 320,000); note: potency is the fitted concentration of half-maximal effect; % of control where 0% means no effect; nearly all actives have a fitted effect of over 60% in size
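Huh7 cells stably carrying Rab9 promoter–luciferase reporter, plated 1500 cells/well, compound added after 2 h and incubated 24 h at 37 °C; luciferase luminescence then read after 10 min with detection reagent.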
KCNH2 3.1 inh – blocks the human KCNH2 3.1 channel isoform; activity change, % (tested at about 1.8 µM); actives 0.95% (n = 340,000); U2OS KCNH2 3.1, thallium flux FluxOr; active compounds read low;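 active = maximum activity change below -70%; inconclusive = maximum activity change from -70% to -50%; inactive = maximum activity change above -50%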;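 note: thallium influx rate constant from kinetic fluorescence after stimulation buffer; % is set by controls: 0 for no effect and ±100 for the full control effect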
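We transduce U2OS cells with the mutant 3.1 virus, culture them overnight, load FluxOr with Red40 quencher for 45 min, then add stimulation buffer and read kinetically for 2 min to derive a normalized rate constant.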
MBNL1-CUG inh – MBNL1-poly(CUG) RNA binding inhibition; actives 0.036% (n = 280,000); AID 2675; TR-FRET MBNL1-His/biotin-(CUG)12 binding, 665/545 ratio; Q9NR56; Potency, µM (highest dose often 57.5 µM), without a hit: top-dose activity change, negative = inhibition, actives largely listed as inhibitors; active = well fitted inhibition curve with a large enough effect in the signal ratio, with a control signal flat, not every such curve was filed as active; inconclusive = small, poorly fitted or top-dose-only effect, or effect the other way, or a change in a side signal; inactive = no such curve, though single readings can be large or run the other way; the % refers to the signal ratio; note: potency is the fitted concentration of half-maximal effect; % is set by controls: 0 for no effect and ±100 for the full control effect
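Inhibition of protein-RNA binding appears as loss of TR-FRET between terbium anti-His antibody on MBNL1-His and streptavidin-XL665 on biotin-(CUG)12. Activity is normalized to buffer-only and uninhibited-complex controls.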
RORgamma inh – inhibitors of mouse ROR gamma transcriptional activity; P51450; Drosophila S2 Gal4-RORgamma UAS-luciferase reporter, 20 h; Potency, µM (highest dose often 53.6 µM), for inactives: at the highest dose activity change, negative = inhibition, usual class: inhibitors; actives 5.4% (n = 310,000); AID 2551; note: potency is the fitted concentration of half-maximal effect; % is set by controls: 0 for no effect and ±100 for the full control effect; nearly all actives have a fitted effect of over 60% in size
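Stably transfected Drosophila Schneider cells are the test system, with ROR gamma fused to Gal4 and luciferase under UAS control; luminescence is read after 20 hr of 700 uM copper sulfate induction at ambient temperature.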
Menin-MLL TR inh – inhibitors of human menin-MLL interaction, mutant MLL peptide; Potency, µM (series often up to 61.6 µM), inactives show top-dose FP activity change, negative = inhibition, most hits filed as inhibitors; actives 0.23% (n = 270,000); O00255; Menin + Texas Red MLL mutant peptide, fluorescence polarization; active = well fitted inhibition curve with a large enough effect in the polarisation, with a control signal flat, not every such curve was filed as active; inconclusive = small, poorly fitted or top-dose-only effect, or effect the other way, or a change in a side signal; inactive = no such curve, though single readings can be large or run the other way; the % refers to the polarisation; note: potency is the fitted concentration of half-maximal effect; % of control where 0% means no effect; many of its hits are not listed in these tables
PKM2 activator – activators of human pyruvate kinase M2; P14618; purified PKM2, Kinase-Glo ATP luminescence, activation; response scale: 0% is enzyme alone, no compound; Potency, µM (highest dose often 57.5 µM), without a hit: at the highest dose activation, usual class: activators; actives 0.34% (n = 260,000); note: potency is the fitted concentration of half-maximal effect; % is set by controls: 0 for no effect and ±100 for the full control effect; nearly all actives have a fitted effect of over 55% in size
Target sequence (P14618 whole entry, looked up): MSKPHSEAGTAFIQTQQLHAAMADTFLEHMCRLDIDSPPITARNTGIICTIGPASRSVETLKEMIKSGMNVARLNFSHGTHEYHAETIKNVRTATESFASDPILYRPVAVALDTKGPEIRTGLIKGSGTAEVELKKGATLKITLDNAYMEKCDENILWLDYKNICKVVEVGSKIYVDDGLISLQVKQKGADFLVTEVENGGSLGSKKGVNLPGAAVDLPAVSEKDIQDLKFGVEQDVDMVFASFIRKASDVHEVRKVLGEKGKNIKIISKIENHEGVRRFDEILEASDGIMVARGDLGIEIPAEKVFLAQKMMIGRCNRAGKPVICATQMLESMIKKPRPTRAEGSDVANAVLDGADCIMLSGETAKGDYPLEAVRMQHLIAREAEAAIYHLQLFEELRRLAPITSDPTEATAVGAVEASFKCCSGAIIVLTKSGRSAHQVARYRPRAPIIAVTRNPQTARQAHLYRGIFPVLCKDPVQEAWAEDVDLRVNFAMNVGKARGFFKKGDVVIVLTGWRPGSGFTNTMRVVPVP
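ATP formation by purified human PK-M2, quantified via coupled luciferase luminescence after 1 h at room temperature with 0.1 mM ADP and 0.5 mM PEP final.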
VP16 counter – counter-screen for ROR gamma inhibitors: Gal4-VP16 reporter; Drosophila S2 Gal4-VP16 UAS-luciferase, luminescence, 20 h; Potency, µM (series often up to 53.6 µM), for the others: at the highest dose activity, negative = inhibition, actives largely listed as inhibitors; actives 3.5% (n = 310,000); AID 2546;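 note: Gal4-VP16 expression switched on by copper sulfate through the metallothionein promoter; potency is the fitted concentration of half-maximal effect; % is set by controls: 0 for no effect and ±100 for the full control effect; nearly all actives have a fitted effect of over 50% in size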
FLuc counter – firefly luciferase modulation, counter-screen for miR-21 project; P08659; purified FLuc, Km substrates, luminescence inhibition; Potency, µM (top dose mostly 57.5 µM), without a hit: at the top dose activity change, negative = inhibition, usual class: inhibitors; actives 6.9% (n = 360,000); AID 588342;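 note: potency is the fitted concentration of half-maximal effect; plate controls were vehicle for no effect and reference inhibitor for full effect; nearly all actives have a fitted effect of over 55% in size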
Target sequence (P08659 whole entry, looked up): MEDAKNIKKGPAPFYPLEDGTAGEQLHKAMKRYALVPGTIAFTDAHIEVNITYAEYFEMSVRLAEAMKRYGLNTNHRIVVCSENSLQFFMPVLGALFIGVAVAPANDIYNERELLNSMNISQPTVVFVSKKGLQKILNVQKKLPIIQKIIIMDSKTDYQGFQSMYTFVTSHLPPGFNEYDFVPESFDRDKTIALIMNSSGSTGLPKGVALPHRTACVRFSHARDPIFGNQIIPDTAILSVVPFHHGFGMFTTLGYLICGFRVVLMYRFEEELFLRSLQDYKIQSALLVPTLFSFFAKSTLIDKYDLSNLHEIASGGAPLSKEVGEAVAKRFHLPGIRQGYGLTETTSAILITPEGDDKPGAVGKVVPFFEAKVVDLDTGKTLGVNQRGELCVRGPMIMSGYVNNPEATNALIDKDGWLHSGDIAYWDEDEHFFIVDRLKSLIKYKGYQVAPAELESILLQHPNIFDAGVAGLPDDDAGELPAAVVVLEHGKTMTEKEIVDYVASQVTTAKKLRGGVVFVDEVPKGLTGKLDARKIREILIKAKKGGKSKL
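Biochemical qHTS of compounds, final roughly 60 µM downward over six points, against 10 nM purified firefly luciferase using Km concentrations of substrates (10 uM D-luciferin, 10 uM ATP) in Tris acetate pH 7.5 buffer; luminescence output.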
Mito fusion yeast – mitochondrial division inhibition or fusion activation | actives 0.23% (n = 320,000) | Potency, µM (top dose mostly 46.1 µM), for the others: top-dose growth rescue (activation), most hits filed as activators | S. cerevisiae fusion-defective mutant growth rescue, CellTiterGlo 48 h;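 note: potency is the fitted concentration of half-maximal effect; % of control where 0% means no effect; nearly all actives have a fitted effect of over 45% in size; temperature-sensitive fusion mutants such as fzo1-1 at 37 °C on non-fermentable ethanol glycerol medium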
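Temperature-sensitive fusion-defective S. cerevisiae (e.g. fzo1-1, mgm1-5) were grown with compound in YPEG medium (3% ethanol, 3% glycerol) for 48 hours at 37C. Growth rescue was measured as viability by CellTiterGlo luminescence after 10 minutes at ambient.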
ELG1 repair inh – ELG1-dependent DNA repair inhibition. AID 504467. Potency, µM (highest dose often 46.1 µM), for inactives: at the highest dose activity change, negative = inhibition, actives largely listed as inhibitors. HEK293T ELG1-luciferase reporter, luminescence, 16 h; DNA damage induced by 5-fluorouridine. actives 2.3% (n = 330,000); note: potency is the fitted concentration of half-maximal effect; % is set by controls: 0 for no effect and ±100 for the full control effect; nearly all actives have a fitted effect of over 55% in size
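Reporter activity after DNA damage by 5-fluorouridine is monitored. Compound-treated cells incubate 16 hr at 37 °C, then ONE-Glo is added for 30 min before luminescence reading.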
* hit, by the source's call; ? = inconclusive; / = not tested or not shown; [ ] = remark or other dose. Unless noted, calls come from the whole dose curve; as a rule, active = well fitted curve in the direction sought with a large enough effect; inconclusive = small, poorly fitted or top-dose-only effect, or another doubt; inactive = no such curve, though single readings can be large; an effect the other way counts as inactive or inconclusive.

SMILES	NPC1 promoter act	Rab9 prom act	KCNH2 3.1 inh	MBNL1-CUG inh	RORgamma inh	Menin-MLL TR inh	PKM2 activator	VP16 counter	FLuc counter	Mito fusion yeast	ELG1 repair inh
O=C(O)CCCC(=O)N1N=C(c2ccccc2)CC1c1cccs1 (stereo unspecified)	2%	-2%	6	4%	4%	/	8%	6%	-9%	11%	0%
COc1ccc(/C=C/CN2CCN(CC(C)C)C(CCO)C2)cc1 (stereo unspecified)	-2%	11%	-2	1%	12%	-17%	-9%	-2%	-7%	0%	15%
O=S(=O)(c1ccc(Cl)cc1)N1CCN(CCc2ccncc2)CC1	0%	0%	-2	-10%	7%	6%	-1%	0%	1%	-7%	-2%
O=S(=O)(c1ccc(SCCOc2ccc(Cl)cc2)nc1)N1CCCC1	-3%	-3%	-17	/	/	/	/	/	-1%	22%	?
O=S(=O)(NCCc1ccccc1)c1cnc(Cl)c(Br)c1	-1%	0%	-9	-10%	/	-10%	0%	/	2%	10%	0%
CC1=NN(C(=O)Cc2ccc([N+](=O)[O-])cc2)C(O)(c2cccnc2)C1 (stereo unspecified)	0%	-3%	-1	25%	14µM*	3%	-6%	-6%[0.365 µM]	1%	-1%	17%
COCC(C)NC(=O)CSc1nc2cc(S(=O)(=O)N3CCCCC3)ccc2o1 (stereo unspecified)	0%	0%	-8	/	/	/	/	/	-6%	-1%	-1%
CS(=O)(=O)c1nc(-c2ccccc2)cc(C(F)(F)F)n1	-26%	-32%[inhibitor]	-11	-7%	0.5µM*	36%[activator]	23%	1.6µM*	2%	-16%	?
COc1ccc(C2CC(=O)N3C(=C2C#N)SCC3(O)c2ccccc2)cc1 (stereo unspecified)	-6%	-1%	6	?	?	10%	3%	6%	6%	0%	-1%
CCN(CC)S(=O)(=O)c1ccc(N2CCOCC2)c(NC(=O)c2cc([N+](=O)[O-])ccc2Cl)c1	-14%	-25%	-2	6%	-10%	-1%	-3%	-4%	3%	-3%	?
Cc1cccc(N2CCN(C(=O)CCCn3c(=S)[nH]c4cc5c(cc4c3=O)OCO5)CC2)c1C	-11%	-4%	8	18%	3.2µM*	?	?	4.5µM*	0%	-2%	10µM*
Cc1ccnc(NC(=O)c2cc3ccccc3o2)c1	1.3µM*	?	-10	/	/	/	/	/	0.27µM*	-2%	?
CC(C)C[C@H](NC(=O)Nc1cccc(Br)c1)C(=O)O	-1%	-3%	2	-14%	-2%	2%	-1%	1%	7%	-3%	-2%
N#Cc1ccccc1S(=O)(=O)N1CCN(CC(=O)NC(=O)NC2CCCCC2)CC1	0%	-1%	4	/	/	/	/	/	2%	0%	4%
Cc1nn(C(C)(C)C)c(OC(=O)c2cccs2)c1Sc1ccccc1	-1%	3%	-36	0%	-27%	1%	-3%	9%	3%	6%	2%
Cc1ccn(CCC(=O)O)n1	2%	-4%	12	9%	-1%	-2%	-5%	-1%	0%	5%	3%
CCNC(=O)CSc1nnc(CN2CCCCCC2=O)n1-c1ccccn1	-3%	0%	0	-2%	20%	-2%	1%	-4%	-1%	-4%	12%
O=C(CN1C2=NCCN2c2ccccc21)c1ccco1	0%	10%	-3	-1%	-18%	-5%	-19%	4%	3%	4%	1%
CC(C)(C)Cc1nnc(NC(=O)Cc2ccc([N+](=O)[O-])cc2)s1	-1%	-3%	-8	1%	-3%	24%	4%	0%	-12%	-8%	13%
CCN(CC)c1ccc(NC(=O)Nc2ccc(C(C)=O)cc2)cc1	1%	4%	-20	1%	?	?	2%	?	0%	-6%	25%
O=C(O)C1CCN(C(=O)c2csc(-c3ccc4c(c3)CCO4)n2)CC1	22%	12%	16	6%	-12%	/	-5%	-7%	?	2%	7%
O=c1nc(SCc2c(F)cccc2Cl)nc(-c2ccccc2)[nH]1	-6%	4%	13	-9%	2%	/	3%	-10%	1%	1%	-3%
O=C(CSc1nnc(-c2ccncc2)s1)Nc1ccc(Cl)c(C(=O)O)c1	0%	-5%	-18	9%	-2%	-3%	-1%	-4%	3%	3%	11%
CCOC(=O)c1ccc(CNC(=O)c2cc(C(C)(C)C)oc2C)o1	1%	-4%	-4	7%	6.3µM*	0%	14%	?	6%[2.3 µM]	2%	-6%
COCC(=O)Nc1nnc(COc2ccccc2)s1	-1%	-3%	-18	1%	-4%	-16%	-3%	0%	-10%	2%	17%
CCOC(=O)c1sc(NS(=O)(=O)c2ccccc2Cl)nc1C	0%	0%	-12	-6%	9%	5%	1%	4%	-2%	1%	1%
CN1C(N)=NC(=O)/C1=C/c1ccc(F)cc1	-1%	-3%	-11	?	12%	/	-6%	-11%	-2%	-4%	0%
CCN(C(=O)COC(=O)c1cc([N+](=O)[O-])ccc1N1CCOCC1)C1CCS(=O)(=O)C1 (stereo unspecified)	0%	-4%	-1	/	/	/	/	/	4%	-3%	?
O=C(Nc1ccccn1)c1ccc2c(c1)OCO2	3.2µM*	1.3µM*	12	-3%	-40%	-11%	-52%	?	12µM*	-8%	?
Cc1cc(NCc2ccccn2)nc2ccccc12	10%	6%	2	2%	?	-6%	6%	17%	?	2%	?
C=CCOC(=O)C(C#N)c1nc2ccccc2nc1N1CCN(c2ccccc2OCC)CC1 (stereo unspecified)	-2%	1%	8	9%	-16%	-6%	3%	-6%	3%	3%	15µM*
COc1ccc(C2C3=C(Nc4ncnn42)c2ccccc2CCC3)cc1 (stereo unspecified)	-6%	5%	3	7%	-30%	-2%	-1%	-3%	0%	-9%	3%
CC(C)(CNC(=O)c1ccc(S(=O)(=O)N2CCCC2)cc1)N1CCOCC1	-8%	-7%	19	-11%	4%	9%	?	-5%	-4%	10%	23%
CC1CN(S(=O)(=O)c2ccc(C(=O)Nc3sc4c(c3C(N)=O)CCN(C)C4)cc2)CC(C)O1 (stereo unspecified)	1%	3%	/	?	?	2%	-2%	-3%	0%	-6%	?
C1CCC(NC2=NCCC2)CC1	-2%	5%	4	-10%	-3%	-12%	9%	-6%	3%	3%	-5%
Cc1ccc(-n2ncc3c(NNC(=O)c4cccs4)ncnc32)cc1	0%	-6%	-10	-4%	1.3µM*	15%	-1%	10µM*	?	5%	7%
CC1CCCN(C(=S)NCCc2ccccc2)C1 (stereo unspecified)	?	?	5	-3%	?	-7%	-1%	-1%	?	-2%	?
COC(=O)c1oc2c(c1C)C(=O)CCC2	3%	1%	-7	-1%	13%	/	0%	-16%	7%	-5%	0%
CCCCCn1c(=O)[nH]c2cc(C(=O)NCCN3C(C)CCCC3C)ccc2c1=O (stereo unspecified)	-3%	-2%	8	-7%	-3%	-28%	3%	-7%	1%	2%	-8%
CC(C)NC(=O)N(Cc1ccccc1)Cc1cccs1	2%	-2%	9	/	-2%	/	0%	11%	0%	4%	-20%
O=C(c1cccc(F)c1)N1CCCC(C(=O)N2CCCCC2)C1 (stereo unspecified)	-18%	-3%	-7	0%	-2%	/	/	-17%	1%	-3%	3%
Cc1ccccc1-n1c(=O)c2c(n3cnnc13)-c1ccccc1CC21CCCCC1	0%	3%	-4	7%	21%	?	-1%	-7%	-1%	-9%	7%
O=C(NN1C(=O)NC2(CCCCC2)C1=O)c1ccc(-c2ccccc2Cl)o1	1%	2%	12	/	/	/	/	/	/	4%	?
O=C(/C=C/c1cccc(O)c1)c1cccnc1	0%	-4%	1	-2%	8.9µM*	17%	3%	?	-17%	-9%	11%
Cc1ccc(S(=O)(=O)Nc2ccc3c(c2)nc(C)n3C)cc1	3%	-7%	-1	-1%	35%	/	4%	1%	2%	2%	?
O=C(Nc1cccc(Cl)c1)Nc1csc([N+](=O)[O-])c1	-6%	-14%	-2	?	-13%	/	0%	?	19µM*	-18%	?
O=C(NCCc1ccccc1)c1cccc(Br)c1	3.5µM*	2µM*	1	-6%	27%	-1%	1%	1%	21µM*	-2%	?
CCN1CCCC1CN(Cc1cc2cc(OC)ccc2[nH]c1=O)C(=O)NCc1ccccc1 (stereo unspecified)	15%	-4%	?	-4%	1%	-6%	1%	-9%	0%	3%	-4%
CC1CCN(CC(=O)N2CCN(c3ccccc3)CC2)CC1	2%	2%	7	0%	18%	13%	-1%[11.5 µM]	-1%	0%	2%	-4%

Some of the compounds tested, so the mix of outcomes need not match the whole.
